TDP1 inh: qHTS Assay for Inhibitors of Tyrosyl-DNA Phosphodiesterase (TDP1); Potency, µM (doses to about 130 µM), without a hit: at the highest dose activity change, negative = inhibition, hits mostly inhibitors; AID 485290, 2010; Tyrosyl-DNA phosphodiesterase 1 (Homo sapiens), Q9NUW8; recombinant TDP1, AlphaScreen DNA substrate cleavage; actives 0.28% (n = 350,000); note: nearly all actives have a fitted effect of over 40% in size
Target sequence (Q9NUW8 whole entry, looked up): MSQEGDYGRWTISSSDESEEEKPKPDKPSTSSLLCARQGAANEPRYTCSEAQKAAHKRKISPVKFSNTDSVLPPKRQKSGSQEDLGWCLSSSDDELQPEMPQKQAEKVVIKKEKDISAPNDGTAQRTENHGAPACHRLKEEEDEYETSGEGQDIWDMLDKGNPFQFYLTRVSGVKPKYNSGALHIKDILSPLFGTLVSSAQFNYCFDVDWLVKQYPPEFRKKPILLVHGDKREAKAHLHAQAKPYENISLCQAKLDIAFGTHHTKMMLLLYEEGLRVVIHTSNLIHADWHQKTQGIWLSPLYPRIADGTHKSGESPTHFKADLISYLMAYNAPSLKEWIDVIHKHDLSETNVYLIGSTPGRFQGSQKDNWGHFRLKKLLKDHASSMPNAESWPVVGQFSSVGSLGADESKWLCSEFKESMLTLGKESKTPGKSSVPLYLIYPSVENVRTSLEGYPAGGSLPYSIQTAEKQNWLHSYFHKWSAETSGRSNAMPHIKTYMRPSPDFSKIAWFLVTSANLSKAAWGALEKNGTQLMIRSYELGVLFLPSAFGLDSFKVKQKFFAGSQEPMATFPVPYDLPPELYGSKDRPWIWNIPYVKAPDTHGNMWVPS
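Steps: enzyme plus compound, 15 min RT; add biotin/phosphotyrosine-FITC oligonucleotide (15 nM final), react 5 min; add donor/acceptor beads (10 ug/ml final), 10 min; read AlphaScreen. Tdp1 at 1 nM final.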
TDP1 cell CPT: qHTS for Inhibitors of human tyrosyl-DNA phosphodiesterase 1 (TDP1): qHTS in cells in presence of CPT. chicken DT40 Tdp1-/-;hTDP1 cells + 20 nM CPT, ATP luminescence, 48 h. Potency, µM (titrated, usually from 46.2 µM), for the others: at the top dose activity change, negative = growth inhibition, most hits filed as inhibitors. actives 12% (n = 420,000); note: nearly all actives have a fitted effect of over 55% in size
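Chicken DT40 Tdp1-/- cells complemented with human TDP1, 400 cells/well, exposed to compounds plus 20 nM camptothecin for at least 48 h at 37 C; viability read as ATP content by CellTiter-Glo luminescence.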
TDP1 cell noCPT: qHTS for Inhibitors of human tyrosyl-DNA phosphodiesterase 1 (TDP1): qHTS in cells in absence of CPT | AID 686978, 2013 | actives 15% (n = 420,000) | Potency, µM (top dose mostly 46.2 µM), for inactives: at the top dose activity change, negative = growth inhibition, usual class: inhibitors | DT40 Tdp1-/- hTDP1 cells, no CPT, ATP luminescence, 48 h; note: nearly all actives have a fitted effect of over 55% in size
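Compound effects on proliferation are scored in DT40 Tdp1-/-;hTDP1 cells in the absence of CPT. ATP levels (CellTiter-Glo luminescence) are recorded after a ≥48 hr, 37 °C incubation.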
The depositor's hits bear a star; ? = inconclusive; nt = not tested or not shown; & = joins results of further samples; [ ] = dose if it differs, or a comment. Calls come from the whole dose curve; as a rule, active = well fitted curve in the direction sought with a large enough effect; inconclusive = small, poorly fitted or top-dose-only effect, or another doubt; inactive = no such curve, though single readings can be large; an effect the other way counts as inactive or inconclusive. % is set by controls: 0 for no effect and ±100 for the full control effect; potency is the fitted concentration of half-maximal effect.

SMILES	TDP1 inh	TDP1 cell CPT	TDP1 cell noCPT
COc1cccc(N(CC(=O)N2CCN(c3ccccc3OC)CC2)S(C)(=O)=O)c1	5%	-9%	?
O=C(COc1cccc2c1CCNC2=O)Nc1ccc(Cl)cc1	nt	18µM*	?
CCCc1[nH]c(=O)c(C#N)c2c1COC(C)(C)C2	4%	-26%	-9%
CC(C)OCCCNC(=O)c1ccc(NS(C)(=O)=O)cc1	3%	-1%	-15%
CC1(C)Cc2ccccc2-c2c[nH]c(=O)n21	nt	-4%	-10%
COc1ccc(C(CC(=O)c2ccc3c(c2)OCO3)C(=O)O)cc1OC (stereo not drawn)	nt	-3%	6%
O=C(O)/C=C/c1ccc(-n2ccnc2)cc1	2%	14%	13%
CC(=O)NC(c1cccc(F)c1)c1nc(/C=C/c2ccccc2)cs1 (stereo not drawn)	nt	?	-38%
CCCCCNC(=O)C1C(=O)Nc2ccccc2C(=O)N1c1ccc(OC)cc1 (stereo not drawn)	nt	?	?
Cc1nc2ccccc2c(=O)n1NC(=O)c1c(F)cccc1F	nt	-3%	13%
Cc1cccc(N2CCN(Cc3nc(-c4ccccc4Cl)oc3C)CC2)n1	nt	?	?
O=C(NCC(F)(F)F)c1cc2c(c(-c3cccc(-c4ccccc4F)c3)n1)[C@H](CCO)N(C(=O)CC1CC1)C2	nt	16µM*	21µM*
COc1ccc(S(=O)(=O)NC2CC2)cc1-n1cnnn1	-3%	2%	0%
COc1cc(SC)ccc1C(=O)Nc1ccc(S(=O)(=O)N2CCCC2)cc1	3%	-18%	-11%
COc1ccc(C(=O)Nc2ccc3nc(N4CCN(C)CC4)cc(C)c3c2)c(OC)c1	nt	?	?
C=CCn1c(SCC(=O)Nc2cccc(S(=O)(=O)N(C)c3ccccc3)c2)nnc1C1CC1	1%	?	?
COc1ccc(N2C(=O)C(Cl)=C(N(CCO)Cc3ccccc3)C2=O)cc1	8%	12%	-1%
O=C(CC1OC(=O)c2ccccc21)Nc1ccc(Cl)c(S(=O)(=O)N2CCCCC2)c1 (stereo not drawn)	nt	?	?
COc1ccc(C(=O)N/N=C/c2c(C)nn(-c3ccccc3)c2OC)cc1	nt	-20%	?
Cc1cc2nc(Sc3c([N+](=O)[O-])nc(C)n3Cc3ccccc3)[nH]c2cc1C	-2%	7.3µM*	12µM*
Cc1ccc(NC(=O)CSc2nnc(-c3ccoc3C)n2CCCN(C)C)cc1Cl	1%	-6%	-11%
CCCCNC(=O)COC(=O)c1ccc(F)cc1Cl	3%	5%	0%
Cc1ccccc1-c1oc(C)c(C)[n+]1[O-]	2%	8%	6%
CNC(=O)c1cc(Cl)c(OC)c(OC)c1	1%	-16%	-16%
CCCn1c(=O)c2c(ncn2C)n(CCC)c1=O	5%&7%	?	3.7µM*
O=C(COc1ccc(S(=O)(=O)NC2CCCCC2)cc1)NCC1CCCO1 (stereo not drawn)	5%	2%	-1%
Cc1ccc(C)c(S(=O)(=O)Nc2ccc3sc(C)nc3c2)c1	0%	?	?
COc1ccccc1CNC(=O)c1cccnc1	3%	1%	-7%
CC(C)c1ccc(NC(=O)c2ccc(Cn3nc(N4CCN(c5ccccc5)CC4)ccc3=O)o2)cc1	0%	?	?
Cc1cccc(OC(C)C(=O)OCC(=O)N2CCN(c3ccccc3)CC2)c1 (stereo not drawn)	4%	-7%	-16%
Oc1ccc2ccccc2c1/C=N/Nc1nnc(-c2ncc[nH]2)c2ccccc12	13%	5.2µM*	5.2µM*
CC(C)(C)c1ccc(S(=O)(=O)N2CCN(CC(=O)N3CC(=O)Nc4ccccc43)CC2)cc1	3%	?	?
CCOc1ccc(C(C)(C)C)cc1S(=O)(=O)N1CC(C)OC(C)C1 (stereo not drawn)	7%	?	?
Cc1ccc(C(=O)N2CCN(c3ccccc3O)CC2)cc1S(=O)(=O)N1CCCCC1	-5%	?	?
COC(=O)c1ccc(OC(=O)c2ccncc2)cc1O	nt	-6%	15%
CN(C)C(=O)c1cccc(-c2cnc3c(NC=O)cc(-c4ccccc4N(C)C)cn23)c1	nt	23µM*	16µM*
COc1ccc(-n2c(C)cc(C(=O)COc3ccc(C)nc3[N+](=O)[O-])c2C)cc1	7%	5.2µM*	3.7µM*
Cc1ccc(S(=O)(=O)N(C)C)cc1NC(=O)C1CCCCN1S(=O)(=O)c1ccccc1 (stereo not drawn)	3%	-13%	?
O=c1cc(CSc2nnc(Nc3ccccc3)s2)nc2sccn12	1%	?	?
COc1ccc(OC)c(/C=N\NC(=O)c2ccc(COc3ccc(C)cc3[N+](=O)[O-])o2)c1	nt	-3%	-25%
Cc1cc([N+](=O)[O-])ccc1-c1ccc(C2Nc3ccccc3C(=O)N2O)o1 (stereo not drawn)	14%	23µM*	23µM*
COc1cc(NC(=O)c2ccc(C(=O)c3ccccc3)cc2)cc(OC)c1OC	-3%	?	?
O=C1C=C(Nc2ccc(O)cc2)CC(c2ccco2)C1 (stereo not drawn)	3%	21µM*	23µM*
Cn1c(=O)cc(OCCCC(=O)N2CCN(c3ccccn3)CC2)c2ccccc21	0%	-26%	?
CSc1ccc(S(=O)(=O)Nc2ccc3c4c(cccc24)CC3)cc1	4%	?	?
N#Cc1c(-c2ccc(F)cc2)nc2n(c1=O)CCS2	6%	-11%	-19%
COc1ccccc1C(=O)N/C(=C/c1ccccc1)C(=O)Nc1ccc(C(=O)O)cc1	-3%	23%	-1%
Cc1nn(C(C)C(=O)NCCc2ccco2)c(=O)c2nn(-c3ccccc3)c(C)c12 (stereo not drawn)	4%	?	?
COc1ccnc(N2CCN(c3ccc(Cl)cc3)CC2)c1C#N	6%	-20%	?
CCOC(=O)Cc1c(C)c2c(C)nn(-c3ccccc3)c2oc1=O	7%	-8%	?
Cc1ccc(C(=O)N(CCCN(C)C)c2nc3ccc(Cl)cc3s2)cc1C	8%	?	?
Cc1ccc(NC(NC(=O)c2cccnc2)C(Cl)(Cl)Cl)cc1 (stereo not drawn)	3%	?	?
O=C(N=c1ccn(-c2nc3ccccc3nc2NS(=O)(=O)c2ccc(Cl)cc2)cc1)c1cccs1	nt	?	1%
CC1=Nc2cc(C(=O)NC3CCCC3)ccc2Sc2ccc(Cl)cc21	8%	0.82µM*	0.58µM*
O=C(c1ccc(S(=O)(=O)N2CCCC2)cc1)N1CCN(c2ccccc2)CC1	nt	-9%	-29%
COc1ccc(N(CC(=O)NCCc2ccc(OC)c(OC)c2)S(=O)(=O)c2c(C)noc2C)cc1	2%	3%	0%
O=C(C(Cc1ccccc1)N1C(=O)C2C3CCC(C3)C2C1=O)N1CCCCC1 (stereo not drawn)	-1%	-19%	-13%
CCCOC1CCCN(Cc2nc(-c3ccc(C(=O)OC)cc3)no2)C1 (stereo not drawn)	nt	?	?
COc1ccc(-c2nc(C#N)c(N3CCCCC3)o2)cc1	nt	-5%	-26%
CN(C)c1ccc(/C=C/c2ccnc3c([N+](=O)[O-])cccc23)cc1	nt	?	?

Remaining list, next part
SMILES	TDP1 inh	TDP1 cell CPT	TDP1 cell noCPT
C=CCNC(=O)C(=O)NCCCN1CCOCC1	3%	-2%	0%
O=C(Nc1nnc(-c2cccnc2)o1)c1cccc(Cl)c1	11%	23µM*	16µM*
COc1cccc(C(=O)N(Cc2ccccc2)Cc2cc3cc4c(cc3[nH]c2=O)OCCO4)c1	-1%	13µM*	21µM*
CC(=O)N1CCC[C@H]1C(=O)NCC1Cc2cc(Cl)cc(-c3ccc4[nH]ccc4c3)c2O1 (stereo partly drawn)	nt	23%[9.04 µM]	?
CC(=O)Nc1cccc(-c2ccnc3c2CC(C(=O)NCCc2ccccc2)O3)c1 (stereo not drawn)	nt	4.6µM*	2.9µM*
O=C(c1ccc(=O)[nH]c1)N(Cc1cccs1)C1(C(=O)NC2CCCC2)CCCCC1	3%	-1%	-6%
COc1ccc(CNC(=O)COC(=O)c2c(C)nn(-c3ccccc3)c2C)cc1OC	1%	-1%	?
C=CCNC(=S)NNC(=O)c1ccc(C)c(Cl)c1	-3%	-27%	-29%
CCOC(=O)N1CCN(C(=O)c2cccn3c(=O)c4sccc4nc23)CC1	3%	-3%	8%
O=C(NC(=S)Nn1cnnc1)c1ccccc1	0%	8%	7%
CC1Cc2ccccc2N1C(=O)CSc1nc2ccccc2o1 (stereo not drawn)	-5%	-23%	?
Cc1cc(C)c2nc(-c3ccccn3)cc(C(=O)n3cccn3)c2c1	8%	?	18µM*
O=C(NCc1ccccc1)C(=O)NCC(c1ccco1)S(=O)(=O)c1ccc(Cl)cc1 (stereo not drawn)	3%	23µM*	18µM*
CC1(C)Oc2cc(N)c([N+](=O)[O-])cc2O1	-12%	-3%	-14%
O=C(CN1CCN(CC(=O)Nc2cccc(F)c2)CC1)NCC1(N2CCOCC2)CCCCC1	0%	-28%	2%
C[C@]12c3[nH]c4ccccc4c3CCN1C(=O)C(CC(=O)NCC13CC4CC(CC(C4)C1)C3)C[C@@H]2C(=O)N1CCOCC1 (stereo partly drawn)	3%	16µM*	23µM*
O=C(N/N=C1/CCSC1)c1cc(Br)ccc1O	11%	3%	3%
Fc1ccccc1C1c2[nH]c3ccccc3c2CCN1Cc1cccn1-c1ncccn1 (stereo not drawn)	nt	?	-22%
O=S(=O)(Nc1n[nH]c(C(F)(F)F)n1)c1ccccc1	nt	-21%	0%
Cc1cc(NC(=O)c2ccccc2Cl)c(C(C)C)cc1O	nt	-11%	?

14 of the compounds above, with values under each structure.
Below each SMILES: TDP1 inh	TDP1 cell CPT	TDP1 cell noCPT
COc1ccc(CNC(=O)COC(=O)c2c(C)nn(-c3ccccc3)c2C)cc1OC
  1%	-1%	?
C=CCNC(=S)NNC(=O)c1ccc(C)c(Cl)c1
  -3%	-27%	-29%
CCOC(=O)N1CCN(C(=O)c2cccn3c(=O)c4sccc4nc23)CC1
  3%	-3%	8%
O=C(NC(=S)Nn1cnnc1)c1ccccc1
  0%	8%	7%
CC1Cc2ccccc2N1C(=O)CSc1nc2ccccc2o1 (stereo not drawn)
  -5%	-23%	?
Cc1cc(C)c2nc(-c3ccccn3)cc(C(=O)n3cccn3)c2c1
  8%	?	18µM*
O=C(NCc1ccccc1)C(=O)NCC(c1ccco1)S(=O)(=O)c1ccc(Cl)cc1 (stereo not drawn)
  3%	23µM*	18µM*
CC1(C)Oc2cc(N)c([N+](=O)[O-])cc2O1
  -12%	-3%	-14%
O=C(CN1CCN(CC(=O)Nc2cccc(F)c2)CC1)NCC1(N2CCOCC2)CCCCC1
  0%	-28%	2%
C[C@]12c3[nH]c4ccccc4c3CCN1C(=O)C(CC(=O)NCC13CC4CC(CC(C4)C1)C3)C[C@@H]2C(=O)N1CCOCC1 (stereo partly drawn)
  3%	16µM*	23µM*
O=C(N/N=C1/CCSC1)c1cc(Br)ccc1O
  11%	3%	3%
Fc1ccccc1C1c2[nH]c3ccccc3c2CCN1Cc1cccn1-c1ncccn1 (stereo not drawn)
  nt	?	-22%
O=S(=O)(Nc1n[nH]c(C(F)(F)F)n1)c1ccccc1
  nt	-21%	0%
Cc1cc(NC(=O)c2ccccc2Cl)c(C(C)C)cc1O
  nt	-11%	?

The results go on.
SMILES	TDP1 inh	TDP1 cell CPT	TDP1 cell noCPT
CC(C)C[C@@H](CN)NC(=O)c1nc[nH]c1C(=O)N[C@@H](Cc1c[nH]c2ccccc12)C(=O)CNC[C@H](C)NC(=O)c1nc[nH]c1C(=O)N[C@@H](C)C(=O)O	nt	-11%	-6%
N#CC(CCc1ccccn1)c1ccccc1 (stereo not drawn)	nt	4%	-8%
COc1ccc(S(=O)(=O)N2CCCOC2CNC(=O)C(=O)NCc2ccccc2F)cc1C (stereo not drawn)	1%	-21%	?
CCN(CC)S(=O)(=O)c1ccc(N/N=C(\C)c2cccnc2)nc1	nt	3%	-5%
O=C(C1CCCN(S(=O)(=O)c2cnc[nH]2)C1)N1CCN(Cc2ccccc2)CC1 (stereo not drawn)	-3%	2%	3%
Cc1cc(Br)ccc1SCC(=O)OCC(O)=C(C#N)c1nc2ccccc2[nH]1	nt	4.6µM*	4.6µM*
COc1ccc(/C=C(\NC(=O)c2ccco2)C(=O)N2CCOCC2)cc1	10%	-18%	-7%
O=C(NCc1ccc(Cl)cc1)C1(c2cccs2)CCOCC1	-3%	?	?
Nc1nc2ccc(C(=O)NC3CCCCC3)cc2s1	0%	0%	-1%
CC(C)Cn1c(SCc2cccc(F)c2)nc2ccsc2c1=O	-7%	15µM*	29µM*
O=C(CN1CCN(c2ccccc2)CC1)Nc1c(C(=O)C2CC2)oc2ccccc12	-2%	3%	-4%
Cc1cc(C)c(S(=O)(=O)N2CCOC2CNC(=O)C(=O)NCCCn2ccnc2)c(C)c1 (stereo not drawn)	1%	-13%	-3%
